mIDH1 inhibitor: human IDH1 R132H inhibition; O75874; IDH1-R132H enzyme, NADPH consumption, diaphorase/resazurin fluorescence; Potency, µM (titrated, usually from 76.6 µM), inactives show at the top dose activity change, negative = inhibition, usual class: inhibitors; 390,000 tested, 0.093% active; further: potency means the concentration at half of the fitted maximal effect; on the % scale 0 is the no-effect control and ±100 the full control effect; nearly all actives have a fitted effect of over 65% in size
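IDH1-R132H (0.5 ug/mL) preincubated 30 min with compound, then NADPH (0.016 mM) and alpha-KG (2 mM) added; 80 min at RT, pH 7.5. Remaining NADPH coupled via diaphorase/resazurin to fluorescence (540/590 nm); concentration-response curves normalized to no-enzyme control.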
TRHR ag: activates the human TRH receptor. P34981. TRHR cells, calcium flux fluo-8, FDSS agonist mode. activation, % at 2 µM. 360,000 tested, 0.18% active; in the data active means activation above about 30%; further: 0% is about no effect
Target sequence (P34981 whole entry, looked up): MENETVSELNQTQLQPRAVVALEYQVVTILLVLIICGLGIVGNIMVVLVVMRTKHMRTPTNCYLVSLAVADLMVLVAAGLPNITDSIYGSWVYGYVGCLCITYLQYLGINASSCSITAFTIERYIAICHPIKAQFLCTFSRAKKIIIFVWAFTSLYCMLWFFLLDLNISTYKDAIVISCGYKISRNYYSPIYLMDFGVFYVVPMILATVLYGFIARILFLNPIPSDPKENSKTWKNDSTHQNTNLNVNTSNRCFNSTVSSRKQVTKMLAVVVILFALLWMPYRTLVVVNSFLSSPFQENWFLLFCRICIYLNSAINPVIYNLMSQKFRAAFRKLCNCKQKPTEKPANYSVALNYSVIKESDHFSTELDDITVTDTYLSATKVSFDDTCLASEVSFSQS
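TRHR-expressing cells, plated overnight in medium with 10% serum, were loaded with fluo-8 calcium dye at room temperature. After a 10 s baseline, library compound was pin-added and calcium release was recorded kinetically (ex 480/em 530) as agonist response.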
TRHR enhancer: allosterically enhances the human TRH receptor. 360,000 tested, 0.66% active. P34981. TRHR cells, fluo-8 calcium fluorescence, EC20 TRH enhancement. enhancement, % at 2 µM; in the data active means enhancement above about 30%; further: 0% is about no effect
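Enhancer read-out: after compound pinning and an initial kinetic agonist-mode read, an EC20 of TRH (10 nM final) was injected and fluo-8 calcium signal (Ex 480/Em 530) followed at 1 s/cycle for 100 cycles in TRHR-expressing cells.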
USP1 inh: USP1/UAF1 (human) deubiquitinase inhibition; O94782; recombinant USP1/UAF1, Ub-Rhodamine cleavage fluorescence; Potency, µM (top dose mostly 57.1 µM), without a hit: top-dose activity change, negative = inhibition, most hits filed as inhibitors; 390,000 tested, 0.23% active; AID 743255; further: potency means the concentration at half of the fitted maximal effect; on the % scale 0 is the no-effect control and ±100 the full control effect; nearly all actives have a fitted effect of over 60% in size; inactives centre near -12
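In this screen, compounds sit with the deubiquitinase complex (1nM) for 15 min at room temperature before Ub-Rho is added at 150nM final. Fluorescence rise is then followed for 6 reads every 60 seconds.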
D2 ag: D2 dopamine receptor (human) agonism | HEK293 T-REx D2 cells, calcium flux agonist mode | activation, % at 2 µM | 340,000 tested, 0.53% active | AID 485358;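 active means activation over 3 SD above normal in the single-dose calcium agonist read, cut at about 30% in these data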; further: 0% is about no effect
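Tetracycline-induced HEK293 T-REx cells with force-coupled D2 receptor, plated overnight at 30 C, loaded with no-wash calcium dye. After a 10 s baseline, compound was pin-added and calcium flux read kinetically for 180 s; calcium rises flagged agonists.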
D2 antag: D2 dopamine receptor (human) antagonism. P14416. HEK293 TREx D2 cells, calcium flux, dopamine EC80. inhibition, % at 10 µM. 340,000 tested, 2% active; in the data active means inhibition above about 30%; further: 0% is about no effect
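Calcium flux kinetic readout in an inducible HEK293 TREx D2 line plated overnight at 30 C. After 180 s compound exposure, an EC80 dopamine challenge follows with another 180 s kinetic read to detect antagonism.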
TrxR1 substrate: is turned over as a substrate by rat TrxR1 | O89049 | purified TrxR1 substrate turnover, NADPH consumption readout | Potency, µM (titrated, usually from 114 µM), without a hit: top-dose activity change, negative = substrate turnover | 390,000 tested, 0.01% active | AID 588456; further: potency means the concentration at half of the fitted maximal effect; on the % scale 0 is the no-effect control and ±100 the full control effect; nearly all actives have a fitted effect of over 50% in size
Target sequence (O89049 whole entry, looked up): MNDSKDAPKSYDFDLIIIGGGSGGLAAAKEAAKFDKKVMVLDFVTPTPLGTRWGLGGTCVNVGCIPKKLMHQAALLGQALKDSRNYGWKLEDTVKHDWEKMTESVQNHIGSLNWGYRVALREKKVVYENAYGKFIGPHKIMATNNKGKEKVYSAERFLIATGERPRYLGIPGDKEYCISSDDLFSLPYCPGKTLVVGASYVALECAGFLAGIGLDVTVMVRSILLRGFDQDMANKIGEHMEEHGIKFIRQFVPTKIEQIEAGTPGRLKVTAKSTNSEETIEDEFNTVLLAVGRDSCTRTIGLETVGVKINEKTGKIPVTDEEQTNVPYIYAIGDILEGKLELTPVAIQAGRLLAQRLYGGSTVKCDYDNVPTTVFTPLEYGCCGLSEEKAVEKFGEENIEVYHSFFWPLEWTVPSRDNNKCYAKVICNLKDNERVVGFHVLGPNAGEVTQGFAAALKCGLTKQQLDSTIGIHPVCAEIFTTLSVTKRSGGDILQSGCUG
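Rat TrxR1, dispensed at 90 nM, was prereduced with 400 uM NADPH (final) for 5 min at ~22 deg C, then incubated with compound 15 min before 400 uM selenite. A first-read NADPH fluorescence drop versus no-compound background flagged substrates.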
Pin1 inhibitor: blocks the human prolyl isomerase Pin1; Pin1 FP peptide displacement, HiFluor488, 10 min; AID 504891; 390,000 tested, 0.009% active; Potency, µM (titrated, usually from 115 µM), for inactives: at the top dose activity, negative = inhibition, actives largely listed as inhibitors; Q13526; active means well fitted inhibition curve with a large enough effect in the polarisation, with a control signal flat, not every such curve was filed as active; inconclusive means small, poorly fitted or top-dose-only effect, or effect the other way, or a change in a side signal; inactive means no such curve, though single readings can be large or run the other way; the % refers to the polarisation; further: potency means the concentration at half of the fitted maximal effect; on the % scale 0 is the no-effect control and ±100 the full control effect
Target sequence (Q13526 whole entry, looked up): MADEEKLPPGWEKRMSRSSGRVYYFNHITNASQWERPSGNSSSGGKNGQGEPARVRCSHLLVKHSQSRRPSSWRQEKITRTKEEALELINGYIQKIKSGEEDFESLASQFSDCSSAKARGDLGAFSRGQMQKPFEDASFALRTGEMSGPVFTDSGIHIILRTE
TrxR1 inh: rat TrxR1 inhibition; O89049; AID 588453; Potency, µM (top dose mostly 114 µM), without a hit: at the top dose activity change, negative = inhibition, most hits filed as inhibitors; recombinant rTrxR1, NADPH fluorescence consumption, selenite substrate; 390,000 tested, 1% active; further: potency means the concentration at half of the fitted maximal effect; on the % scale 0 is the no-effect control and ±100 the full control effect; nearly all actives have a fitted effect of over 65% in size
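Rat TrxR1 (90 nM in the dispensed reagent) was pre-reduced with 400 uM NADPH for 5 min at room temperature, then incubated with compound for 15 min. After 400 uM selenite was added, NADPH fluorescence (Ex 340/Em 450 nm) was followed for 8 min.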
* hit, by the source's call; ? = inconclusive; . = not tested or not shown; [ ] = dose if it differs, or a comment. Unless noted, the call rests on the fitted dose curve; in most records, active means well fitted inhibition curve with a large enough effect; inconclusive means small, poorly fitted or top-dose-only effect; inactive means no such curve, though single readings can be large or run the other way.

cpd	structure	TrxR1 inh	D2 ag	D2 antag	TRHR enhancer	USP1 inh	TrxR1 substrate	TRHR ag	Pin1 inhibitor	mIDH1 inhibitor
1	CC1O[C@@H](OC2C(O)C(C)O[C@H](OC(=O)[C@]34CCC(C)(C)C[C@H]3C3=CCC5[C@@]6(C)CC(O)C(O[C@@H]7OC(CO)C(O)[C@@H](O)[C@@H]7O)[C@@](C)(C(=O)O)C6CC[C@@]5(C)[C@]3(CO)CC4)C2O[C@H]2OC(C)[C@@H](O[C@@H]3OCC(O[C@@H]4OC(CO)C(O)[C@H](O)C4O)[C@@H](O)[C@@H]3O)[C@H](O)C2O)C(O)C(O)C1O (stereo partly drawn)	13.1%	.	.	.	-20.9%	1.1%	.	0.4%	4.1%
2	CCOC(=O)c1c(C)[nH]c(C(=O)COC(=O)/C=C/c2ccc(OC(F)F)cc2)c1C	14.4%	-0.7	-9.2	-1.4	-16.0%	-5.6%	-0.7	13.7%	0.8%
3	Cc1ccccc1CN1CCc2cc([N+](=O)[O-])ccc21	5.7%	0.0	-5.7	-18.7	-13.7%	0.3%	-0.6	11.4%	-0.8%
4	CCCNC(=O)CCn1c(-c2ccc(C)cc2)cc(C(=O)OCC)c1C	14.2%[57.1 µM]	0.1	-1.0	-4.0	-9.4%	0.6%[57.1 µM]	-1.1	1.4%	6.7%
5	CCc1ccc(N2CN(Cc3cccnc3)CNC2=S)cc1	2.5%[57.1 µM]	-0.2	-15.3	-0.3	?	4.2%	-1.0	23.2%	3.5%
6	COc1cc(C2=NOC(C(=O)Nc3ccc(C)cc3)C2)cc(OC)c1OC (stereo not drawn)	20.7%	-0.7	57.1*	2.9	-6.4%	0.4%	-0.8	-5.5%	-1.0%
7	Cc1ccc(NC(=O)[C@@H]2CCCN2S(=O)(=O)c2ccccc2F)cc1S(=O)(=O)N1CCOCC1	-0.4%	0.4	-9.7	4.6	-1.1%	-4.5%	-0.2	1.4%	5.0%
8	CN(C)S(=O)(=O)c1cccc(-c2nn(-c3ccccc3)cc2/C=C(\C#N)c2nc3ccccc3[nH]2)c1	1.4%	1.3	17.6	1.8	-18.4%	1.9%	1.7	?	-4.2%
9	Cc1nn(-c2nnc(C)c(=O)[nH]2)c(C)c1SCC(=O)Nc1ccc(C(C)C)cc1	12.0%	1.0	19.5	2.8	-23.2%	-1.2%	0.8	-0.4%	4.5%
10	CCCCOc1ccc(CSC(CC(=O)O)C(=O)O)cc1 (stereo not drawn)	-8.7%	-0.1	-31.8	-0.3	-15.7%	-7.6%	0.0	-11.8%	-1.3%
11	CC(=O)c1sc(NC(=O)c2ccc(F)cc2)nc1-c1ccccc1	15.4%	1.3	8.1	-7.7	-26.3%	-2.3%	-0.1	0.9%	1.9%
12	CCC(C)n1c(=O)c2sccc2n2c(CCCC(=O)N3CCC(C(N)=O)CC3)nnc12 (stereo not drawn)	42.3%	0.0	9.1	9.3	-16.2%	24.0%	0.1	-10.9%	0.0%
13	CCOC(=O)c1cc2c(=O)n3ccccc3nc2n(CC2CCCO2)c1=NC(=O)c1ccc(C)cc1 (stereo not drawn)	-17.0%	-0.9	.	3.4	3.7%	180.2%[activator]	-0.5	9.2%	?
14	CC1=NN(c2ccccc2)C(=O)/C1=C\c1cc(C)n(C)c1C	-1.6%[57.1 µM]	-1.0	-5.5	1.4	1.2%	2.0%[57.1 µM]	-0.9	?	2.4%
15	O=C(O)c1ccccc1C(=O)OCCc1cc2ccccc2c(=O)o1	10.9%[57.1 µM]	0.3	-12.2	-1.5	-20.6%	-7.4%	0.2	-0.5%	0.0%
16	Cc1cc(C)cc(OCC(=O)Nc2nonc2NC(=O)COc2cc(C)cc(C)c2)c1	25.7%	0.2	4.3	-1.1	-22.5%	8.0%	0.5	?	8.8%
17	CC(C)CCC(C)NC(=O)C1CCN(S(=O)(=O)/C=C/c2ccccc2)CC1 (stereo not drawn)	6.2%	-0.6	3.9	1.0	-18.0%	5.2%	-0.2	-0.7%	-18.3%
18	CCOc1ccc(OCC)c(NC(=O)CSc2nc3c(c(=O)n(C)c(=O)n3C)n2C)c1	.	0.7	-15.4	-2.8	.	.	0.2	.	.
19	CC1CCN(C(=O)CSc2nc(-c3ccccc3)no2)CC1	2.5%[57.1 µM]	-0.1	.	-4.3	-13.9%	-4.6%[57.1 µM]	-0.8	-8.0%	2.0%
20	CCOc1ccc2[nH]c3c(N4CCc5ccccc5C4)ncnc3c2c1	6.6%[57.1 µM]	0.9	-23.2	-0.3	?	11.3%[57.1 µM]	-0.4	26.4%	7.0%
21	CCN1CCN(CC(=O)NC2CCCC2)C(=O)C1=O	24.9%	0.3	5.0	2.3	7.6%	0.5%	1.3	1.4%	0.1%
22	COc1ccc(CNC(=O)c2ccc3nc(CCc4ccccc4)oc3c2)cc1OC	17.5%[57.1 µM]	0.1	.	7.0	?	3.8%[57.1 µM]	0.1	0.3%	-5.2%
23	COc1cc(NC(=O)c2cc(S(=O)(=O)N3CCCCC3)ccc2N2CCOCC2)cc(OC)c1	5.4%[57.1 µM]	0.1	0.6	-2.8	-16.3%	1.3%[57.1 µM]	0.2	8.5%	-1.9%
24	CC(C)(C)n1nnc(CCc2nnn(C(C)(C)C)n2)n1	14.1%[57.1 µM]	0.0	-22.2	3.4	-5.0%	13.3%[57.1 µM]	0.2	-3.6%	0.3%
25	CN(C(=O)COC(=O)c1ccc2ccccc2n1)C1CCS(=O)(=O)C1 (stereo not drawn)	3.3%[57.1 µM]	1.1	-4.3	3.9	-8.7%	4.5%[57.1 µM]	0.3	6.3%	-0.4%
26	Cc1ccc(C)c(NC(=O)CN2C(=O)CNC2=O)c1	9.6%[57.1 µM]	1.5	-2.2	1.1	-15.3%	8.4%[57.1 µM]	0.0	0.2%	2.6%
27	Cc1cc(C)nc(NC(=O)c2ccc(C)c(C)c2)n1	8.5%	2.4	-6.3	-7.7	3.4%	6.4%[57.1 µM]	-0.8	-3.0%	9.5%
28	CCOC(=O)c1c(C)[nH]c(NC(=O)N2CCOCC2)c1C	-13.1%	1.0	-5.5	6.3	-15.1%	2.2%	0.5	2.5%	-3.1%
29	O=C(CN(C(=O)CNC(=O)c1ccco1)c1ccc2c(c1)OCCO2)NC1CCCCC1	19.8%	-0.3	8.0	0.6	-18.7%	7.0%	0.9	-10.2%	8.6%
30	NNC(=O)C1SCCN1S(=O)(=O)c1ccc(Cl)cc1 (stereo not drawn)	21.4%	.	.	.	-10.6%	-0.5%	.	-1.3%	-1.2%
31	Cc1ccccc1OCC(=O)Nc1ccc(S(=O)(=O)N2CCCC2)cc1	4.4%[57.1 µM]	0.0	6.6	-4.9	-11.2%	-1.8%[57.1 µM]	-0.4	-2.6%	-4.8%
32	CC(C)N(c1ccccc1)c1ncnc(NCCC(=O)O)c1[N+](=O)[O-]	13.5%	0.1	-15.2	3.1	-13.5%	0.5%	0.6	-15.5%	3.7%
33	Cn1c(-n2c(CCN3C(=O)c4ccccc4C3=O)nc3ccccc3c2=O)nc2ccccc21	.	1.8	0.1	2.7	.	.	-0.3	.	.
34	COc1ccc(CN=Cc2[nH]c3ccc(Br)c(Cl)c3c2O)cc1	?	50.7*	42.5*	-2.6	14.1µM*	-15.2%	1.5	?	-4.5%
35	COc1cc(NC(=O)CSc2ccc(-c3cccnc3)nn2)cc(OC)c1	0.4%	-0.6	7.3	-2.3	-13.0%	-5.8%	0.0	3.3%	2.7%
36	O=C1CCSc2ccc(S(=O)(=O)Nc3cccc(C(F)(F)F)c3)cc2N1	9.4%	1.1	.	8.2	-21.5%	4.1%	-0.6	-1.3%	7.2%
37	O=C(CCl)N(c1ccccc1)C1CCCCC1	3.16µM*	-2.3	-25.2	-6.1	-9.2%	14.4%[57.1 µM]	0.0	-1.3%	0.0%
38	COCc1nc2ccccc2n1Cc1ccc(Br)cc1	-4.3%	-0.2	2.9	2.6	-9.4%	-11.4%	-0.5	-6.3%	2.0%
39	Cc1cc(NC(=O)CSc2cc(Cl)ccc2Cl)n(-c2ccccc2)n1	15.3%	-1.2	-3.6	2.8	-23.4%	-1.4%	-1.3	38.4%[activator]	10.5%
40	CCOC(=O)C1=C(CSCC(=O)OC)NC(=O)NC1c1cc(C)ccc1C (stereo not drawn)	24.1%	0.4	15.2	1.3	-6.7%	12.0%	-0.4	-9.3%	9.5%
41	Cc1cc(C)nc(SCC(=O)NCC2COc3ccccc3O2)n1 (stereo not drawn)	21.1%	0.1	6.7	0.9	-3.7%	2.0%	-0.2	1.3%	-14.3%
42	O=C(CNC(=O)c1ccc(Cl)cc1)NNc1c(F)c(F)cc(F)c1F	-5.0%[2.29 µM]	.	.	.	-20.3%	-3.9%[2.29 µM]	.	-9.1%	-1.5%
43	O=C(OCCN1CCOCC1)c1ccc2c(c1)OCCO2	14.0%	-0.8	-12.0	-0.6	3.9%	2.2%	0.1	-10.8%	17.1%
44	Cc1ccc(S(=O)(=O)N2CCN(C(=O)CN3CCCSc4ccccc43)CC2)cc1	6.3%	1.0	-29.1	-4.6	-7.2%	-7.2%	0.1	7.5%	0.0%
45	O=C(Nc1ccccc1N1CCOCC1)c1ccc(Br)o1	-6.0%	.	.	1.9	-0.9%	-11.7%	-0.6	8.5%	-2.8%
46	O=c1cc(O)c2ccc(O)cc2o1	10.0%[57.1 µM]	0.3	-0.2	-5.5	-7.3%	29.3%[57.1 µM]	-0.1	-21.9%	0.1%
47	COc1ccccc1NC(=O)Nc1ccc(C(=O)N2CCCCC2)cc1	7.9%	-1.8	-2.7	-1.4	-21.7%	-2.6%	0.0	-3.1%	-9.3%
48	O=C(NNC(=O)c1ccccc1[N+](=O)[O-])c1ccccc1[N+](=O)[O-]	25.8%[57.1 µM]	6.0	-29.7	4.0	-10.3%	10.0%[57.1 µM]	0.9	-8.7%	19.0%
49	CCN(CC)c1ccc(/C=N/NC(=O)c2ccc(Br)o2)cc1	-11.6%	-0.5	2.2	1.6	-12.8%	-12.4%	0.2	3.1%	5.0%

An excerpt. The share of hits here may be higher or lower than overall.
